# Screening data: PubChem, National Center for Advancing Translational Sciences (NCATS)
# LMNA splice mod – changes lamin A minigene splicing in HeLa cells; AID 1487; 0.01% of 200,000 active; HeLa LMNA splicing GFP/RFP minigene ratio, 48 h; Potency, µM (highest dose often 46.1 µM), for the others: at the top dose ratio change, negative = inhibition, usual class: inhibitors; active = well fitted inhibition curve with a large enough effect in the signal ratio, with a control signal flat, not every such curve was filed as active; inconclusive = small, poorly fitted or top-dose-only effect, or effect the other way, or a change in a side signal; the % refers to the signal ratio; also: % is scaled to controls: 0 for no effect and ±100 for the full control effect
#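 S3 HeLa cells stably expressing lamin A-EGFP splicing minigene plus DsRed2, 600 cells/well, 48 h compound exposure at 37C. Laser-scanning cytometry; analysed as GFP (500-530 nm)/RFP (575-640 nm) total intensity ratio; 0.5% DMSO vehicle.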
# KDM4E inh – JMJD2E (human) inhibition; B2RXH2; JMJD2E catalytic domain, FDH-coupled NADH fluorescence (FDH is formaldehyde dehydrogenase); Potency, µM (titrated, usually from 57.1 µM), for inactives: top-dose activity change, negative = inhibition, usual class: inhibitors; 1.6% of 230,000 active; active = well fitted inhibition curve with a large enough effect, not every such curve was filed as active; inconclusive = small, poorly fitted or top-dose-only effect, or another doubt; inactive = no such curve, though single readings can be large or run the other way;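 also: 0% = wells with enzyme and -100% = buffer wells without enzyme; nearly all actives have a fitted effect of over 50% in size; many of its hits are not listed in these tables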
# Target sequence (B2RXH2 1-337 limits assumed): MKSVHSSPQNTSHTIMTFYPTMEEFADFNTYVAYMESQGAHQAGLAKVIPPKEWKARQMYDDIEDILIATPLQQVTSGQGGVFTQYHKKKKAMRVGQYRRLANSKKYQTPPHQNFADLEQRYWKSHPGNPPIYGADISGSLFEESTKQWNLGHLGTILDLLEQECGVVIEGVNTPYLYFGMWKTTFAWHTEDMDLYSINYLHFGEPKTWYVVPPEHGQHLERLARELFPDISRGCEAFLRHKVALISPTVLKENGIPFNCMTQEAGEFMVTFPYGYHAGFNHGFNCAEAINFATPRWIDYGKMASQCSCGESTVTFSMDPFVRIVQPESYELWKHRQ
# ALDH1A1 inh – blocks purified human ALDH1A1 activity; Purified ALDH1A1, NADH fluorescence, propionaldehyde substrate; Potency, µM (doses to about 75.3 µM), inactives show top-dose activity, negative = inhibition, actives largely listed as inhibitors; 7.3% of 220,000 active; AID 1030; active = well fitted inhibition curve with a large enough effect, not every such curve was filed as active; inconclusive = small, poorly fitted or top-dose-only effect, or another doubt; inactive = no such curve, though single readings can be large or run the other way;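 also: plate controls were no enzyme wells and a reference inhibitor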
# Target sequence (P00352 whole entry, looked up): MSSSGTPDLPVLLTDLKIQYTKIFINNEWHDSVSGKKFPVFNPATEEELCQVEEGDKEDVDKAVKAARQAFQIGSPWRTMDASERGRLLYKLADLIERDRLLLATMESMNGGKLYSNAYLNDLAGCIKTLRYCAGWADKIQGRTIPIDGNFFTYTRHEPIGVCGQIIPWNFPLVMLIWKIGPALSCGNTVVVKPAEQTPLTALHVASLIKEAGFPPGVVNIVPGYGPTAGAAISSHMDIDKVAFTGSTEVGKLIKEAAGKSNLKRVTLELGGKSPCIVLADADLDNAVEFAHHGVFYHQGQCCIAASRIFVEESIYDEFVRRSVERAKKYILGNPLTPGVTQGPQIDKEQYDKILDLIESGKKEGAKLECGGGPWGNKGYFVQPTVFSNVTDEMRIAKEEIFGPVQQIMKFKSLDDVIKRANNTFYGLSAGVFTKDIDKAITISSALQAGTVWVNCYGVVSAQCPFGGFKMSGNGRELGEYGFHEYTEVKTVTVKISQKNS
# SMN2 splice enh – SMN2 splice variant enhancement | HEK293 SMN2-luciferase splicing reporter, luminescence, 30-36 h | 2.8% of 210,000 active | Potency, µM (highest dose often 46.1 µM), for inactives: top-dose activity change, positive = activation, usual class: activators | AID 1458; also: % of control where 0% means no effect; nearly all actives have a fitted effect of over 55% in size
#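 HEK293 cells carry an SMN2 minigene-luciferase reporter in which exon 7 inclusion puts luciferase in frame. Cells were seeded at 2000 cells/well, attached for 10-12 hours, then exposed to compounds for 30-36 hours at 37C before ONE-Glo luminescence.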
# RECQ1 inh – inhibitors of human RECQ1 DNA helicase | RECQ1 DNA unwinding, red fluorescence kinetic read | Potency, µM (highest dose often 57.3 µM), without a hit: at the highest dose activity, negative = inhibition, usual class: inhibitors | 0.54% of 240,000 active | AID 2549;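 also: plate controls were vehicle for no effect and no enzyme for full effect; nearly all actives have a fitted effect of over 30% in size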
#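 50 nM RECQ1T1 preincubated 15 min with compound in Tris pH 8.0 buffer with MgCl2, DTT, Tween-20 and 2.5 ug/ml poly(dI-dC); started with 200 nM TAMRA/BHQ-2 forked duplex and 2 mM ATP. Unwinding read as fluorescence (525/598 nm), two reads 2 h apart.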
# Luc counter – Kinase-Glo luciferase inhibition (counter-screen) | Kinase-Glo luciferase, ATP luminescence, 8 min | Potency, µM (series often up to 38.3 µM), inactives show at the highest dose activity change, negative = inhibition, actives largely listed as inhibitors | 0.28% of 200,000 active | AID 1379; also: % is scaled to controls: 0 for no effect and ±100 for the full control effect; nearly all actives have a fitted effect of over 60% in size
#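 Inhibition of Kinase-Glo luciferase light generation was assessed at 10 uM ATP in pH 7.2 imidazole buffer, with luminescence measured after eight minutes at ambient temperature.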
# Tau fibril ThT – blocks human tau fibril formation measured by thioflavin T. P10636. recombinant tau K18 P301L, heparin-induced fibrillization, ThT fluorescence. Potency, µM (highest dose often 57.4 µM), inactives show at the highest dose activity, negative = inhibition, actives largely listed as inhibitors. 2.1% of 270,000 active; also: % is scaled to controls: 0 for no effect and ±100 for the full control effect; nearly all actives have a fitted effect of over 55% in size
# Target sequence (P10636 561-689 P618L limits assumed): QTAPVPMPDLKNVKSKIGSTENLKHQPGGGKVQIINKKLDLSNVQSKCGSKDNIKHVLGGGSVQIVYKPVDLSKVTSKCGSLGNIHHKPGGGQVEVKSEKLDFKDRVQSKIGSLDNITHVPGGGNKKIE
#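 Fibril formation assay: tau K18 P301L at 15 uM with trace Alexa 594 label, heparin inducer 20 uM, pH 7 sodium acetate buffer, 37 C for 6 hr; endpoint ThT signal.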
# L3MBTL1 block – blocks human L3MBTL1. Q9Y468. AID 485360. Potency, µM (top dose mostly 57.1 µM), for inactives: at the highest dose activity, negative = inhibition, usual class: inhibitors. AlphaScreen L3MBTL1–H3K9me1 peptide binding. 0.66% of 230,000 active; also: % is scaled to controls: 0 for no effect and ±100 for the full control effect; nearly all actives have a fitted effect of over 60% in size
#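 Displacement of a biotinylated histone H3(1-15) peptide monomethylated at Lys9 (75 nM) from L3MBTL1 (50 nM) was measured by AlphaScreen after a 30 min room-temperature compound incubation; cefsulodin titration served as intraplate control.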
# * marks the source's active call; other numbers are inactive results; i = inactive; ? = inconclusive; · = no result given; [ ] = dose if it differs, or a comment. Unless noted, calls follow the shape of the dose curve; as a rule, active = well fitted curve in the direction sought with a large enough effect; inconclusive = small, poorly fitted or top-dose-only effect, or another doubt; inactive = no such curve, though single readings can be large; an effect the other way counts as inactive or inconclusive. Potency is read from the fitted curve at half-maximal effect. A portion of the library; rates above refer to the full screens.
# A first look, seven compounds:
# Fields – L3MBTL1 block	Luc counter	SMN2 splice enh	RECQ1 inh	Tau fibril ThT	LMNA splice mod	KDM4E inh	ALDH1A1 inh
[1] Cc1oc2ccc(OC(=O)COc3c(F)c(F)c(F)c(F)c3F)cc2c1C(=O)OC(C)C
    27%	1%	-27%	-21%	-15%	-9%	-9%	8%
[2] CCOC(=O)N1CCC(NC2CCCCCCC2)CC1
    54%[activator]	-1%	5%	7%	4%	18%	-5%	15%
[3] COc1cc(-n2c(=O)c3ccccc3n(Cc3cc(=O)n4ccccc4n3)c2=O)cc(OC)c1OC
    5%	0%	16%	4%	-4%	-17%	?	?
[4] O=C(Cn1c(-c2ccccn2)nc2ccccc21)N/N=C/c1cccnc1
    -7%	·	·	-5%	9%	·	?	·
[5] COC(=O)N1[C@H](C)C=C[C@]1(Cc1ccccc1)C(=O)NCc1ccccn1
    ·	-9%	-21%	9%	-7%	·	-2%	?
[6] Cc1ccc(N(C(=O)C2CCC(=O)N2)C2(C(=O)NC3CCCCC3)CCCCC2)cc1 (stereo unspecified)
    2%	-2%	-15%	i	0%	2%[0.0737 µM]	-7%	-4%
[7] O=C(CCCOc1ccccc1)N1CCN(c2ccc(F)cc2)CC1
    ·	17%	-4%	-3%	?	-5%	2%	-9%

# All compounds of this part, from the first entry:
# Fields – L3MBTL1 block	Luc counter	SMN2 splice enh	RECQ1 inh	Tau fibril ThT	LMNA splice mod	KDM4E inh	ALDH1A1 inh
[1] Cc1oc2ccc(OC(=O)COc3c(F)c(F)c(F)c(F)c3F)cc2c1C(=O)OC(C)C
    27%	1%	-27%	-21%	-15%	-9%	-9%	8%
[2] CCOC(=O)N1CCC(NC2CCCCCCC2)CC1
    54%[activator]	-1%	5%	7%	4%	18%	-5%	15%
[3] COc1cc(-n2c(=O)c3ccccc3n(Cc3cc(=O)n4ccccc4n3)c2=O)cc(OC)c1OC
    5%	0%	16%	4%	-4%	-17%	?	?
[4] O=C(Cn1c(-c2ccccn2)nc2ccccc21)N/N=C/c1cccnc1
    -7%	·	·	-5%	9%	·	?	·
[5] COC(=O)N1[C@H](C)C=C[C@]1(Cc1ccccc1)C(=O)NCc1ccccn1
    ·	-9%	-21%	9%	-7%	·	-2%	?
[6] Cc1ccc(N(C(=O)C2CCC(=O)N2)C2(C(=O)NC3CCCCC3)CCCCC2)cc1 (stereo unspecified)
    2%	-2%	-15%	i	0%	2%[0.0737 µM]	-7%	-4%
[7] O=C(CCCOc1ccccc1)N1CCN(c2ccc(F)cc2)CC1
    ·	17%	-4%	-3%	?	-5%	2%	-9%
[8] O=C(CSc1nnc(-c2ccncc2)o1)NCc1ccc(Cl)cc1
    -3%	2%	0%	-1%	-2%	6%	-1%	2%
[9] COc1ccc(C(=O)NC(=O)NC2(C(Cl)(Cl)Cl)OCCO2)cc1
    13%	-8%	2.2µM*	2%	3%	-9%[46 µM]	12%	4%
[10] CCSC(C)CC1CC(=O)CC(=O)C1 (stereo unspecified)
    8%	2%	-4%	5%	?	2%	7%	-10%
[11] CNC(=O)c1sccc1Oc1ccc(F)cc1[N+](=O)[O-]
    ?	3%	2%	-15%	-7%	3%[9.22 µM]	4%	7%
[12] CCOCc1nnc(NS(C)(=O)=O)s1
    5%	12%	-4%	i	3%	1%	5%	11%
[13] Clc1ccc(Cn2nnc(-c3ccc(N4CCOCC4)cc3)n2)cc1
    2%	·	·	-9%	-7%	?	?	-12%
[14] C/C(=N\NC(=O)c1c(Cl)c(C)nn1C)c1ccc(NC(=O)COc2ccc(Cl)cc2C)cc1
    7%	3%	-2%	-5%	?	11%	4%	29%
[15] Cc1cc(C)c(C#N)c(SCCN2CCOCC2)n1
    6%	·	·	i	-9%	·	11%	·
[16] CCOc1nc(NC2CCCCC2)nc(NC(C)(C)C)n1
    2%	-2%	-19%	-8%	-21%	-11%	2%	-6%
[17] O=C(CN1CCC(Cc2ccccc2)CC1)NCCc1ccc(F)cc1
    ·	-2%	-5%	i	-10%	·	5%	-3%
[18] Cn1nc(C(C)(C)C)cc1C(=O)Nc1nc2c(s1)C(=O)CC(C)(C)C2
    -5%	-5%	-3%	i	-18%	?	-27%	14µM*
[19] O=C(Nc1ccccc1N1CCCC1)c1cccnc1
    4%	2%	-5%	1%	-9%	-6%	-4%	-9%
[20] CCOC(=O)c1[nH]c(C)c(C(=O)OCC(=O)N2CCc3ccccc32)c1C
    ·	-3%	-1%	-2%	?	-2%	-3%	-1%
[21] Cc1c(C(=O)O)oc2ccc(S(=O)(=O)N3CCCCC3C(=O)O)cc12 (stereo unspecified)
    ·	0%	10%	-1%	-4%	-1%	-3%	-9%
[22] O=C(c1cnc2sccn2c1=O)N1CCc2ccccc2C1
    10%	1%	-10%	8%	8%	0%	?	?
[23] Cc1cc(Cl)c2cc3ccccc3cc2n1
    24%	·	·	-3%	?	·	2%	·
[24] CCO[C@@H]1OC(C(=O)O)=C[C@H](C2CCCCC2)[C@H]1CCCO
    6%	·	·	-5%	0%	·	-1%	0%
[25] CCOC(=O)COc1ccc(C2CC(C)=NN2c2ccccc2)cc1 (stereo unspecified)
    ·	5%	9%	i	-17%	·	-28%	?
[26] Cc1ccsc1CNC(=O)c1c(-c2ccccc2)noc1C
    3%	·	·	i	2%	21%[46 µM]	-10%	-5%
[27] CCC(=O)NNc1ncnc2ccccc12
    -2%	-1%	29%	-6%	-1%	-11%	11%	20%
[28] O=C(O)C1=C(OCc2ccc(F)c(F)c2)C(=O)NCC1
    -1%	-1%	0%	i	6%	10%[46 µM]	0%	-18%
[29] CCOc1ccccc1C(=O)N1CCC(C(=O)c2ccc(F)cc2)CC1
    -3%	4%	-26%	-2%	-8%	-22%	3%	-2%
[30] O=C(N/N=C/c1c(Cl)cccc1Cl)C(=O)NC1CC1
    13%	0%	1%	-6%	2%	-14%[46 µM]	3%	-2%
[31] CC(C)COc1ccc(C(=O)N/C(=C\c2cccc([N+](=O)[O-])c2)C(=O)O)cc1
    3%	·	·	2%	-16%	·	4%	·
[32] O=C(Nc1ccc(Cc2ccncc2)cc1)c1ccc(S(=O)(=O)N2CCOCC2)cc1
    -1%	-4%	·	-5%	-10%	-17%	2%	?
[33] O=C(Nc1ccc(F)cc1)NC1CCN(Cc2ccccc2)CC1
    2%	2%	-6%	i	-1%	-5%[46 µM]	-10%	2%
[34] COC(=O)c1ccc(NC(=O)C(OC)c2ccccc2)cc1 (stereo unspecified)
    67%[activator]	3%	-4%	i	2%	·	1%	?
[35] C=CCNC(=S)Nc1ccc2nc(C)c(C)nc2c1
    6%	-2%	-12%	i	4%	-3%	?	1%
[36] O=C(Nc1cccc(Cl)c1)N1CCSc2cc(Cl)ccc21
    2%	0%	-7%	i	-6%	14%	-6%	3%
[37] Nc1ccc(Cl)cc1/C(=N/O)c1ccccc1
    ·	1%	?	i	2%	-10%	0%	10%
[38] O=C(NCc1ccc(Cl)cc1)NCC(F)(F)F
    12%	3%	?	i	-7%	15%	6%	5%
[39] O=C(O/N=C/c1cccc([N+](=O)[O-])c1)C1CC1
    4%	2%	-12%	-8%	-15%	3%	-9%	0%
[40] CCOC(=O)Cc1csc(NC(=O)CSc2nnnn2-c2ccc(C)cc2C)n1
    1%	2%	25%	2%	4%	-17%	-10%	-3%
[41] Cc1ccc(C(=O)Nc2cc3c(oc2=O)CCCC3=O)cc1
    0%	-4%	27%	2%	-12%	-4%	-1%	-10%
[42] O=C(CSc1nnc(-c2ccc(Cl)cc2Cl)n1C1CCCCC1)N1CCCC1
    ·	-3%	-6%	-5%	-8%	2%	7%	-5%
[43] CCn1c(C)nc2cc(-c3nnc(-c4c(-c5ccccc5)noc4C)o3)ccc21
    -4%	·	·	-24%	-21%	-10%	?	?
[44] COc1ccc(/C=C/C(=O)OCC(=O)Nc2ccc(Cl)cn2)cc1
    4%	-10%	-8%	-7%	-6%	?	-17%	?
[45] COc1ccc(N2C(=O)C3NN=C(C(=O)OCc4ccccc4)C3C2=O)cc1 (stereo unspecified)
    6%	-1%	·	i	-2%	?	12%	16%
[46] Cc1ccc(S(=O)(=O)N2c3ccccc3NC(=O)C2CC(=O)Nc2ccccc2)cc1 (stereo unspecified)
    -5%	-1%	16%	-12%	-1%	-2%	1%	20µM*
[47] CNc1ccccc1C(C)(C)c1cc(C)[nH]n1
    11%	-7%	-18%	-6%	-1%	-7%[9.22 µM]	5%	10%
[48] O=C(NCc1cccnc1)c1ccc(Cn2c(=S)[nH]c3ccc(Br)cc3c2=O)cc1
    1%	2%	-3%	i	-7%	-13%[46 µM]	4%	11%
[49] Cc1onc(-c2ccccc2Cl)c1-c1nc(-c2ccncc2)no1
    ·	0%	-11%	-17%	-14%	3%	1%	?
[50] CC(C)CCNC(=O)C(c1ccc(O)cc1)N(Cc1cccs1)C(=O)C1COc2ccccc2O1 (stereo unspecified)
    -1%	0%	-16%	-9%	-10%	?	6%	-1%
[51] Cn1nnnc1SCc1cccc(CSc2nnnn2C)n1
    4%	-7%	14%	-8%	-3%	11%	7%	-8%
[52] COc1ccc(N2CCN(C(=O)CSc3nnc(Cn4nnc5ccccc54)n3C)CC2)cc1
    -6%[11.4 µM]	-4%	-37%[inhibitor]	-3%	?	4%	-18%	14µM*
[53] Cc1cc(C)cc(NC(=O)N2CCC(c3nc4ccccc4o3)CC2)c1
    -11%	-2%	-15%	-13%	-8%	9%	8%	-1%
[54] COc1ccc(Nc2nnc(SCc3cc([N+](=O)[O-])cc4c3OCOC4)s2)cc1
    ·	-3%	-16%	i	11%	4%	-7%	?
[55] Cc1ccc(SCCC(=O)NC(C)(C)C)cc1
    28%	1%	14%	-10%	3%	-8%	-2%	1%
[56] COc1ccccc1Oc1ccc(S(=O)(=O)NCc2ccccn2)cc1
    4%	1%	-69%[inhibitor]	-27%	-2%	?	2%	-3%
